Assay outcomes (PubChem BioAssay)
C-LANA FP – inhibitors of KSHV C-LANA binding to DNA, primary screen, biochemical, fluorescence polarization, FAM-LBS DNA, MBP-C-LANA, single point. inhibition, % at 9 µM. 340,000 tested, 0.078% active;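 active means highest replicate inhibition at or above 60% at 9 µM, even if other replicates fall short; inactive means all replicates below 60% inhibition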;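 further: 0% = neutral control wells and 100% = 4 µM acridine orange control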
HTR5A ag ctr – HTR5A agonists in luminescence cell assay, primary screen, counter-screen for OPRM1-OPRD1 heterodimer agonist project, full-deck HTS. AID 504692, 2011. 340,000 tested, 0.61% active. cell-based. 5-hydroxytryptamine receptor 5A (Homo sapiens), P47898. activation, % at 9.3 µM; in the data active means activation mostly above about 9.5%, no sharp cut-off; inactive means mostly below about 7.6%;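 further: 0% = cells with vehicle only and 100% = reference agonist; strong numbers were not always called active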
RTF Ca sens inh – cardiac RTF calcium sensitivity inhibitors, primary screen, biochemical, IANBD-TnC fluorescence, EC70 calcium; Troponin I, cardiac muscle (Homo sapiens) + Troponin T, cardiac muscle (Homo sapiens) + …; inhibition, % at 7.15 µM; AID 493244, 2011; IANBD-labeled cardiac RTF, Ca2+ fluorescence; 340,000 tested, 0.12% active;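 active means inhibition above the mean inhibition of all tested compounds plus 3 SD, cut at about 17% in these data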;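 further: assay run at fixed EC70 calcium of 1.6 mM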
HTR5A inv ctr – HTR5A inverse agonists in luminescence cell assay, primary screen, counter-screen for OPRM1-OPRD1 heterodimer inverse agonist project, full-deck HTS | 5-hydroxytryptamine receptor 5A (Homo sapiens), P47898 | HTR5A cell line, inverse agonism | inhibition, % at 9.3 µM | 340,000 tested, 0.083% active | AID 504634, 2011; in the data active means inhibition mostly above about 23%, no sharp cut-off; inactive means mostly below about 18%;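 further: 0% = cells with DMSO and 100% = no-cell wells with DMSO; some compounds called inactive have numbers as strong as hits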
OPRM1-OPRD1 ag – agonists of OPRM1-OPRD1 heterodimerization, primary screen, cell-based, luminescence; Mu-type opioid receptor (Homo sapiens) + Delta-type opioid receptor (Homo sapiens), …; cells; activation, % at 9.3 µM; 340,000 tested, 0.3% active; AID 504326, 2011; in the data active means activation above about 18%;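 further: 0% = vehicle-treated cells and 100% = reference agonist; values of inactives mirror those of a sister screen read the other way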
Target sequence (P35372 whole entry, looked up): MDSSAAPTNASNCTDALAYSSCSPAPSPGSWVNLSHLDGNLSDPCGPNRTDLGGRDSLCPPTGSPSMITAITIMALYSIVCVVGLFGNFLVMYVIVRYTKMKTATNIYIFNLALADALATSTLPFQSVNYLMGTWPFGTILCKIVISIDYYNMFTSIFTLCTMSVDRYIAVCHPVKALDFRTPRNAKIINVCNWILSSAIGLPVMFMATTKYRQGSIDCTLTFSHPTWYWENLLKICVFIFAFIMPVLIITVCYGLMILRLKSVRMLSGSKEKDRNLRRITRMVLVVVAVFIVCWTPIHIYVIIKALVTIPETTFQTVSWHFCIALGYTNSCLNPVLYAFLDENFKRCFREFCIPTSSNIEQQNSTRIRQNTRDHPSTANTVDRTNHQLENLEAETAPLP
Target sequence (P41143 whole entry, looked up): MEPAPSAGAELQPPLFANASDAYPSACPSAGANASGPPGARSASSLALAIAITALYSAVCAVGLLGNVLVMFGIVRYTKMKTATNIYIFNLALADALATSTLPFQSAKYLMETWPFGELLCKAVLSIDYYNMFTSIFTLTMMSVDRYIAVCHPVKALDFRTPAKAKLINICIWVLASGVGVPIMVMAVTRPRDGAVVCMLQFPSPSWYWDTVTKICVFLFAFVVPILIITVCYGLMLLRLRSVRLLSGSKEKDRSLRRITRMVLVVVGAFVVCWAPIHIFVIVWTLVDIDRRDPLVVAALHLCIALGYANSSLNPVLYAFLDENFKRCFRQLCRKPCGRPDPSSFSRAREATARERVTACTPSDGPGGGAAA
CAL-PDZ inh HTS – untagged CAL PDZ binding inhibitors, primary screen, biochemical, fluorescence polarization, HTS. Golgi-associated PDZ and coiled-coil motif-containing protein (Homo sapiens), Q9HD26. purified CAL PDZ, TMR-peptide fluorescence polarization, 1 h. 300,000 tested, 0.92% active. inhibition, % at 24.9 µM;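 active means mean inhibition of at least 30% with at least half of replicates also reaching 30%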;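 further: 0% = DMSO neutral control and 100% = excess unlabeled competitor peptide PRC23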
Keap1-Nrf2 PPI – Keap1-Nrf2 protein-protein interaction inhibitors, primary screen, biochemical, fluorescence polarization, single point; inhibition, % at 9.4 µM; 340,000 tested, 0.15% active; Keap1 Kelch-Nrf2 peptide fluorescence polarization, 1536-well; Kelch-like ECH-associated protein 1 (Homo sapiens), Q14145; AID 504523, 2011; in the data active means inhibition above about 12%;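 further: human Keap1 Kelch domain with fluorescein labeled Nrf2 9mer peptide probe; 0% = neutral control wells and 100% = peptide positive control; higher means more block of Keap1 binding to Nrf2 peptide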
V-ATPase pH – regulators of yeast V-ATPase proton pumping, primary screen, pHLuorin cytosolic pH fluorescence; response, % at 10 µM; S. cerevisiae; 350,000 tested, 0.37% active; in the data active means response mostly above about 7.3%, no sharp cut-off; inactive means mostly below about 5.4%; further: actives read high; inactives centre near 0; some compounds called inactive have numbers as strong as hits; reference of the scale not given here
MOR-DOR inv ag – inverse agonists of MOR-DOR heterodimerization, primary screen, cell-based, luminescence; Mu-type opioid receptor (Homo sapiens) + Delta-type opioid receptor (Homo sapiens), …; 340,000 tested, 0.21% active; inhibition, % at 9.3 µM; cell-based MOR-DOR heterodimer luminescence, inverse agonism; in the data active means inhibition above about 22%, passing the limit was not always enough;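 further: 0% = cells with DMSO and 100% = wells without cells with DMSO; values of inactives mirror those of a sister screen read the other way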
cardiac RTF act – cardiac RTF calcium sensitivity activators, primary screen, biochemical, IANBD-TnC fluorescence, EC20 calcium. Troponin I, cardiac muscle (Homo sapiens) + Troponin T, cardiac muscle (Homo sapiens) + …. IANBD-labeled TnC RTF fluorescence at EC20 calcium; 0% EC20 calcium, 100% full calcium. activation, % at 7.2 µM. 340,000 tested, 0.24% active. AID 493008, 2010;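 active means activation above the mean over all tested compounds plus 3 SD, cut at about 30% in these data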;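 further: rise in fluorescence read as greater calcium sensitivity of cardiac thin filaments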
* hit, by the source's call; x = no result given.

no.	SMILES	C-LANA FP	HTR5A ag ctr	RTF Ca sens inh	HTR5A inv ctr	OPRM1-OPRD1 ag	CAL-PDZ inh HTS	Keap1-Nrf2 PPI	V-ATPase pH	MOR-DOR inv ag	cardiac RTF act
1	CCn1c(=O)n(CC(=O)NCc2ccco2)c(=O)c2ccccc21	1.9	1	-8	-3	-1.2	-4	-4	-1	5	-1
2	COc1cc2c(cc1OC)CN(C(=O)CSc1nc(C)cc(C)c1C#N)CC2	2.4	5	-23	-11	-4.0	-2	-8	0	20	8
3	COc1ccc(-n2nc3c(c2NC(=O)c2ccc(Br)o2)CS(=O)(=O)C3)cc1	1.7	0	-1	-1	-2.4	-4	-4	-5	13	2
4	C=CCC[C@@H](Cc1ccc(F)cc1)C(=O)OC[C@H](Cc1c[nH]c2ccccc12)NC(=O)[C@H](CC=C)CC(=O)NCCO	3.0	4	-1	1	2.8	1	-3	1	-16	-8
5	O=C(Nc1ccc2c(c1)OCCO2)c1ccc(CN2CCOCC2)cc1	-0.3	1	-9	-37	-0.2	-1	1	0	1	3
6	CCCCCCCNC(=O)CN1C(=O)CSc2ccc(S(=O)(=O)N3CCOCC3)cc21	0.2	0	-3	0	-3.0	-2	8	0	16	-7
7	N#Cc1ccccc1S(=O)(=O)N1CCN(C(=O)C2CCCCC2)CC1	2.3	6	-2	-25	-6.1	-3	-3	3	23	-4
8	COc1cc(C(=O)Nc2c(C(=O)O)[nH]c3ccc(C)cc23)cc(OC)c1OC	-0.5	-1	1	3	-2.8	5	-4	-1	13	-8
9	COc1ccccc1-c1nc(C#N)c(NCCCn2ccnc2)o1	0.9	-3	-3	-8	-2.5	-2	0	8	13	3
10	CCOC(=O)N1CCC(NC(=O)CSCc2nc(-c3ccc(OC)c(OC)c3)oc2C)CC1	0.3	1	-3	-3	-0.8	-5	-1	-5	4	2
11	CC(C)c1ccc(NC(=O)N2CCN(S(=O)(=O)c3ccccc3)CC2)cc1	-1.6	2	-1	-4	-0.4	-2	-4	1	2	2
12	COc1ccc(N2C(=O)CC(N(Cc3ccc(S(N)(=O)=O)cc3)C(C)=O)C2=O)cc1 (stereo not drawn)	1.0	5	0	-12	-1.2	2	-1	2	5	-3
13	CCOC(=O)C1/C(=N\O)CC(C)(O)C(C(=O)OCC)C1c1ccc(OC)c(OC)c1 (stereo not drawn)	-0.7	-8	0	-11	-1.2	-2	-3	0	7	-3
14	NS(=O)(=O)c1cccc(NC(=O)CSc2ncnc3ccccc23)c1	-0.5	-2	-4	3	-2.3	-2	-9	-1	11	1
15	COc1cc(OC)cc(C(C(=O)NC2CCCCC2)N(C(=O)c2ccno2)c2ccccc2)c1 (stereo not drawn)	0.0	4	-5	-8	0.6	-1	1	4	-3	-3
16	CN(C(=O)c1ccc2c(c1)S(=O)(=O)N=C1CCCCCN12)c1ccccc1	0.4	1	-1	-4	0.0	0	-4	3	0	-4
17	COC(=O)c1ccc(CSc2nnc3c(Cl)cc(Cl)cn23)o1	-0.2	0	1	-9	-3.0	-1	-2	-2	17	-4
18	COc1ccc(NC(=O)c2cc(-c3cccnc3)nc3ccc(C)cc23)cc1OC	-1.2	0	-3	14	4.8	-2	0	0	-24	1
19	O=C1NC(=O)C(c2ccc(Cl)cc2Cl)N1 (stereo not drawn)	-0.2	6	-9	-24	-0.3	-2	-1	8	2	-6
20	Cc1cc(NC(=O)c2ccc(F)cc2)ccc1NC(=O)c1ccco1	-1.5	1	-5	-1	-2.4	-7	2	-4	13	1
21	Cn1c(/C=C/c2ccc(Cl)cc2Cl)c([N+](=O)[O-])c(=O)n(C)c1=O	1.5	3	-9	-10	0.1	-6	2	-1	-1	9
22	Cn1ncc2c(NCCO)nc(Cl)nc21	2.0	-5	-5	20	-3.4	3	-2	-4	18	-1
23	COc1ccc(Sc2ncnc3onc(C)c23)cc1	-0.6	1	3	-2	-0.3	-1	5	2	2	-1
24	CCc1ccc(C(=O)COC(=O)C(Cc2ccccc2)NC(=O)C2CCC(C)CC2)cc1 (stereo not drawn)	-0.2	-2	-7	9	-1.3	-4	-7	0	7	12
25	O=C(C1CCCCC1)N1CCN(c2ccnc3cc(Cl)ccc23)CC1	2.0	2	-8	14	-0.2	x	-5	-2	1	12
26	CCOc1ccc(C(C)NC(=O)C2CCN(S(=O)(=O)c3ccc(OC)cc3)CC2)cc1OCC (stereo not drawn)	-2.8	6	-8	-15	-2.9	-3	3	-1	11	-3
27	COc1cccc(-c2c(C(=O)N/N=C(\C)c3cccnc3)nnn2-c2nonc2N)c1	0.2	-1	0	5	-2.3	-3	1	-3	12	-5
28	OCC[C@@H]1C[C@H](O)[C@@H](O)[C@]2(Cc3ccccc3CO2)O1	0.0	-5	-6	14	-1.8	-7	-4	2	10	5
29	CCN(CC)C(=O)CN(c1cc2c(cc1OC)oc1ccccc12)S(=O)(=O)c1ccccc1	-0.4	-6	-3	18	-1.6	-7	-4	-2	9	6
30	O=[N+]([O-])c1cc(S(=O)(=O)N2CCCC2)ccc1N/N=C/c1cccnc1	-8.2	-5	-6	16	0.3	-2	-4	-2	-2	-1
31	COCC(C)N=C1NN=C(c2c[nH]c3ccccc23)CS1 (stereo not drawn)	0.4	2	4	7	-0.1	-3	1	4	0	-4
32	CC1CCN(c2ccc3nnc(CCC(=O)NCC(C)c4ccccc4)n3n2)CC1 (stereo not drawn)	-0.7	0	-2	22	-3.5	-5	-5	-1	18	0
33	Nc1ccc(-c2nc3ccccc3o2)cc1	0.3	2	-7	-8	-1.6	7	1	-2	7	12
34	Cc1cc(N(CCO)CCO)nc(-n2nc(C)cc2C)n1	-1.3	-3	-9	-11	-3.7	-1	0	0	18	-3
35	COc1ccc2c(C)c(CCC(=O)NCCCN3CCCC3=O)c(=O)oc2c1C	-0.3	6	1	-9	-1.7	4	-1	-1	9	0
36	COc1ccc(NC(=O)CN(C)CC(=O)Nc2cccc(C(C)=O)c2)cc1	-0.7	-2	-6	5	-3.2	-2	-2	6	14	-2
37	Cc1cccc(C)c1NC(=O)CNC(=O)c1ccccc1	1.8	-4	-8	-15	0.2	x	-4	-3	-2	0
38	COC(=O)c1c(C)[nH]c(C(=O)OCC(=O)N(CC(C)C)c2c(N)n(Cc3ccccc3)c(=O)[nH]c2=O)c1C	-1.9	4	-7	-10	-1.6	-2	-11	2	8	-16
39	CCc1cc(=O)oc2cc(C)c(CN3CCCCC3)c(O)c12	1.7	1	-7	7	-2.4	-1	-5	-6	12	3
40	CC(C)(C)c1[nH]nc2c1C(c1ccoc1)C(C#N)=C(N)O2 (stereo not drawn)	-1.4	-1	-1	2	0.3	0	1	-3	-2	-3
41	CC(Oc1ccccc1F)c1nnc(SCC(=O)N(c2ccccc2)C2CCS(=O)(=O)C2)o1 (stereo not drawn)	1.0	5	-7	-14	0.0	-3	-2	7	0	-1
42	Cc1ccccc1S(=O)(=O)Cc1ccc(C(=O)NCCN(C)Cc2ccccc2)o1	-0.5	5	-6	-40	1.0	0	1	-3	-5	21
43	COc1ccc(NC(=S)Nc2ccc3snnc3c2)cc1	0.9	-1	-1	-61	8.2	16	-1	-3	-43	-1
44	O=[N+]([O-])c1ccccc1NCCOc1ccccc1	0.5	6	-17	-15	-1.6	x	-1	0	9	-7
45	CCCC(=O)Nc1nc2ccc(S(N)(=O)=O)cc2s1	0.3	-4	-6	11	-1.3	x	3	-1	7	1
46	CCOC(=O)C1Nc2ccccc2C2C(O)C(O)CC12 (stereo not drawn)	54	4	-73	9	1.2	-2	3	-3	-7	80*
47	O=C1COc2ccc(C(=O)COC(=O)c3ccc(F)cc3Cl)cc2N1	-0.8	2	-6	-9	-0.9	-4	0	0	4	-1
48	COc1cccc(NC(=O)c2csc3c2CCCC3)c1	0.6	3	0	5	-0.7	-3	-3	1	3	1
49	Cn1c(CCNC(=O)C2CCCCC2)nc2cc([N+](=O)[O-])ccc21	-0.3	-1	-11	18	1.6	-4	-6	-2	-8	10
50	Nn1c(Cc2cccc3ccccc23)nnc1SCc1ccc(Cl)c(Cl)c1	0.6	1	-6	-5	3.1	-3	-7	2	-18	4
51	CN1/C(=C/c2cc[n+](C)c3ccccc23)C=Cc2ccccc21	-14	-4	0	12	1.2	2	1	5	-7	-10
52	CCOc1cc(NC(=S)NCCc2ccccc2)c(OCC)cc1NC(C)=O	0.1	5	-14	-14	-1.9	3	2	1	11	8
53	CCNC(=O)NNC(=O)C1CC(c2cccs2)=NO1 (stereo not drawn)	-1.8	-3	-1	12	0.1	2	-7	2	-1	15
54	O=C(Nc1nnc(SCc2ccccc2)s1)c1cccs1	1.7	0	-43	6	0.1	-4	-3	-2	-1	-4

Molecules above containing a furan ring, fused or not:
no.	SMILES	C-LANA FP	HTR5A ag ctr	RTF Ca sens inh	HTR5A inv ctr	OPRM1-OPRD1 ag	CAL-PDZ inh HTS	Keap1-Nrf2 PPI	V-ATPase pH	MOR-DOR inv ag	cardiac RTF act
1	CCn1c(=O)n(CC(=O)NCc2ccco2)c(=O)c2ccccc21	1.9	1	-8	-3	-1.2	-4	-4	-1	5	-1
3	COc1ccc(-n2nc3c(c2NC(=O)c2ccc(Br)o2)CS(=O)(=O)C3)cc1	1.7	0	-1	-1	-2.4	-4	-4	-5	13	2
17	COC(=O)c1ccc(CSc2nnc3c(Cl)cc(Cl)cn23)o1	-0.2	0	1	-9	-3.0	-1	-2	-2	17	-4
20	Cc1cc(NC(=O)c2ccc(F)cc2)ccc1NC(=O)c1ccco1	-1.5	1	-5	-1	-2.4	-7	2	-4	13	1
29	CCN(CC)C(=O)CN(c1cc2c(cc1OC)oc1ccccc12)S(=O)(=O)c1ccccc1	-0.4	-6	-3	18	-1.6	-7	-4	-2	9	6
40	CC(C)(C)c1[nH]nc2c1C(c1ccoc1)C(C#N)=C(N)O2 (stereo not drawn)	-1.4	-1	-1	2	0.3	0	1	-3	-2	-3
42	Cc1ccccc1S(=O)(=O)Cc1ccc(C(=O)NCCN(C)Cc2ccccc2)o1	-0.5	5	-6	-40	1.0	0	1	-3	-5	21
